# HepG2 viability = kills HepG2 cells in TGF-b inhibitor counter-screen; AID 588856; Potency, µM (top dose mostly 46.1 µM), inactives show at the top dose activity change, negative = cytotoxicity, hits mostly cytotoxic; HepG2 CAGA-GFP viability, ATP luminescence, 18 h; 410,000 compounds, 0.76% hits; further: potency means the concentration at half of the fitted maximal effect; some results filed as inactive show a strong effect at the top dose
#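 HepG2 CAGA-GFP cells (1000/well, DMEM with 1% FBS) received compound, then TGF-beta at 500 pg/mL final, and were incubated 18 hours at 37 degrees C. Viability was read by CellTiter-Glo luminescence. Media-only wells were set as complete cell-killing and DMSO as no toxicity.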
# Nrf2 inh = Nrf2 pathway inhibition; 360,000 compounds, 2.1% hits; A549 ARE-Fluc reporter, luciferase luminescence, 18-24 h; Potency, µM (titrated, usually from 46 µM), for the others: at the highest dose activity change, negative = inhibition, most hits filed as inhibitors; further: potency means the concentration at half of the fitted maximal effect; on the % scale 0 is the no-effect control and ±100 the full control effect; nearly all actives have a fitted effect of over 60% in size
#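 Two sequential reads on A549 ARE_Fluc cells exposed to compound for 18-24 h: a CellTiter-Fluor fluorescence read for viability, then a luciferase luminescence read for Nrf2/ARE activity.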
# Akt phos inh = Akt phosphorylation inhibition; Neuro2A IGF-stimulated pAkt S473 HTRF, 20 min; stronger effect = lower value; activity change, % for hits at 50 µM; 360,000 compounds, 0.32% hits; AID 651550; in the data active means activity change below about -80%; inconclusive means mostly about -51% to -80%; further: on the % scale 0 is the no-effect control and ±100 the full control effect
#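 Neuro2A cells (4,500/well, DMEM with 0.5% FBS) were treated with compound at a single 50 µM final concentration, stimulated with 6 nM IGF for 20 min at 37 °C, and lysed. Phospho-Akt Ser473 was read by HTRF as 665/615 ratio ×10^4.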
# Nrf2 ARE act = Nrf2 pathway activation; AID 624171; AREc32 ARE-luciferase reporter (MCF7-derived line), luminescence, 24 h; 410,000 compounds, 0.31% hits; Potency, µM (series often up to 46.1 µM), for the others: at the top dose activation, most hits filed as activators; further: potency means the concentration at half of the fitted maximal effect; % of control where 0% means no effect; nearly all actives have a fitted effect of over 65% in size
#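 ARE activation measured as luciferase luminescence (Steady-Glo, 30 min RT) in AREc32_Fluc cells after 24 hr compound exposure at 37 deg C, 5% CO2; cells seeded overnight at 1000/well in OPTI-MEM, 5% FBS.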
# A549 tox = counter-screen for Nrf2 inhibitors: cytotoxicity in A549 cells. A549 ARE-Fluc cells, CellTiter-Fluor viability, 18-24 h. Potency, µM (highest dose often 46 µM), for inactives: at the top dose activity change, negative = cytotoxicity, usual class: inhibitors. 390,000 compounds, 0.16% hits. AID 504648; further: potency means the concentration at half of the fitted maximal effect; on the % scale 0 is the no-effect control and ±100 the full control effect
#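 A549 ARE-Fluc cells in 5% FBS OPTI-MEM, 5000 cells/well, rested 2 h then exposed to compounds in concentration-response for 18-24 h at 37 °C. Viability by CellTiter-Fluor fluorescence (Ex 405/Em 525) after 30 min; luciferase luminescence (BugLite, 15 min, RT) read afterwards.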
# S2 tox = reduces viability in counter-screen for ATXN expression inhibitors. Potency, µM (highest dose often 56.7 µM), usual class: cytotoxic. AID 651635. S2 cells (HEK-293 line with an ATXN2-luciferase reporter) viability, CellTiter-Fluor protease fluorescence, 24 h. 400,000 compounds, 0.49% hits; further: potency means the concentration at half of the fitted maximal effect; nearly all actives have a fitted effect of over 40% in size
# CCT modulator = modulators of cytosolic chaperonin (CCT/TRiC) activity | purified chaperonin ATPase assay, HTRF ADP detection, 30 min | activity change, % (test concentration not listed), hits read low | 360,000 compounds, 0.3% hits; in the data active means activity change below about -30%; further: on the % scale 0 is the no-effect control and ±100 the full control effect
#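 Nucleotide hydrolysis assay: TRiC at 20–40 nM final (set by batch activity) with 10 uM ATP, 30 min at 37 °C, in presence of 76 uM compound. Detection by competitive ADP HTRF, 30 min ambient.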
# TGFb SMAD3 inh = inhibitors of TGF-b signaling. Potency, µM (doses to about 46.1 µM), for inactives: at the highest dose activity, negative = inhibition, actives largely listed as inhibitors. HepG2 CAGA-GFP TGF-b/SMAD3 reporter, GFP fluorescence, 18 h; TGF-beta stimulated, 500 pg/mL final. 410,000 compounds, 1.2% hits. AID 588855; further: potency means the concentration at half of the fitted maximal effect; on the % scale 0 is the no-effect control and ±100 the full control effect; nearly all actives have a fitted effect of over 65% in size
#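 Per well, imaged GFP fluorescence of HEPG2 CAGA-GFP cells gives the signal; cells get compound, then TGF-beta (500 pg/mL final), 18 h at 37 degrees C; %Activity versus -TGF-beta and +DMSO controls.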
# MmCpn inh = inhibitors of Methanococcus maripaludis chaperonin (MmCpn); purified Mm-Cpn ATPase, ADP Transcreener TR-FRET; Potency, µM (highest dose often 76.9 µM), for the others: top-dose activity, negative = inhibition, hits mostly inhibitors; 330,000 compounds, 0.031% hits; further: potency means the concentration at half of the fitted maximal effect; on the % scale 0 is the no-effect control and ±100 the full control effect; nearly all actives have a fitted effect of over 80% in size
#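 ATPase read-out: TR-FRET ADP immunoassay (anti-ADP Eu cryptate vs ADP-d2), ex 320 nm, em 590/665 nm; signal drops as ADP forms. Enzyme 25 nM, ATP 10 uM, 30 min at 37°C after 10 min compound preincubation.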
# Numbers without * were called inactive; i = inactive; ? = inconclusive; nt = no result given; [ ] = dose if it differs, or a comment. Unless noted, the call rests on the fitted dose curve; in most records, active means well fitted curve in the direction sought with a large enough effect; inconclusive means small, poorly fitted or top-dose-only effect, or another doubt; inactive means no such curve, though single readings can be large; an effect the other way counts as inactive or inconclusive.
mol,HepG2 viability,Nrf2 inh,Akt phos inh,Nrf2 ARE act,A549 tox,S2 tox,CCT modulator,TGFb SMAD3 inh,MmCpn inh
C[C@@H]1CN([C@@H](C)CO)C(=O)c2cccc(NS(C)(=O)=O)c2O[C@H]1CN(C)Cc1ccc(Oc2ccccc2)cc1,-0.7%,-13.0%,i,-0.4%,-0.5%,i,-1.5,-23.1%,-2.3%
Cc1ccc(S(=O)(=O)N2CCCC2)cc1S(=O)(=O)N1CCCC1,1.2%,-16.8%,i,0.3%,-13.7%,i,-1.0,-3.4%,0.3%
CN1CCC(Oc2ccccc2Sc2ccccc2)CC1,-17.0%,0.1%,i,4.9%,-1.0%,i,-4.9,38.1%[activator],-0.3%
N#C/C(=C/c1cccn1-c1cccc(C(=O)O)c1)c1ccc(Cl)cc1,-23.9%,-19.1%,i,5.7%,-11.9%,i,-1.3,6.8%,1.2%
O=C(CCc1ccccc1)NC1CC(=O)N(c2ccccc2)C1 (stereo unspecified),-1.7%,nt,nt,-0.1%,-1.5%,nt,nt,-1.9%,nt
O=C(O)c1ccc(S(=O)(=O)Nc2cccc(CP(=O)(c3ccccc3)c3ccccc3)c2)cc1,3.9%,6.6%,i,-0.4%,1.8%,i,-4.2,0.8%,1.4%
CCC(C)N(CCNC(=O)c1ccc2c(c1)NC(=O)c1ccccc1S2)C1CCCCC1 (stereo unspecified),11.2µM*,-1.9%,i,-0.9%,?,?,1.0,?,-1.4%
COc1cc(C2CC(=O)N(Cc3ccc(F)cc3)c3ccccc3S2)cc(OC)c1OC (stereo unspecified),-29.8%,16.4µM*,nt,-2.5%,-20.4%,nt,nt,?,nt
COc1cc(C(=O)N2CCN(S(=O)(=O)c3ccc(C)cc3C)CC2)ccc1OCC(=O)N1CCOCC1,2.4%,1.0%,i,0.2%,-0.2%,i,0.7,-12.7%,0.2%
CCOc1ccccc1NC(=O)C1CCCN1C(=O)c1cccs1 (stereo unspecified),0.1%,-24.5%,i,-0.2%,-8.1%,i,0.8,9.7%,0.2%
O=c1c(OC2OC(CO)C(O)C(O)C2OC2OC(CO)C(O)C(O)C2OC2OC(CO)C(O)C(O)C2O)c(-c2ccc(O)c(O)c2)oc2cc(O)cc(O)c12 (stereo unspecified),-6.7%,2.5%,i,3.4%,-4.5%,i,-2.7,17.5%,?
COc1cccc2cc(C(=O)NCc3ccccc3Cl)c(=O)oc12,-14.1%,10.2%,i,3.8%,1.9%,i,0.2,-3.9%,0.8%
Cn1c(=S)[nH]c2scc(-c3cccs3)c2c1=O,-16.7%,-28.4%,i,8.2%,-11.3%,i,-36.5*,-11.1%,?
COc1ccc(CCNC(=O)C2CCCN(c3nc4c(C)cc(C)cc4s3)C2)cc1OC (stereo unspecified),-16.3%,?,nt,3.0%,0.3%,nt,nt,-5.8%,nt
Cc1ccccc1C(=O)N1CCN(c2ccc(NC(=O)c3cccnc3Cl)cc2)CC1,-11.4%,-23.1%,i,2.2%,-1.0%,?,0.2,-2.0%,3.0%

# The list continues.
mol,HepG2 viability,Nrf2 inh,Akt phos inh,Nrf2 ARE act,A549 tox,S2 tox,CCT modulator,TGFb SMAD3 inh,MmCpn inh
C[C@@H](C(=O)N1CCN(c2ccccc2)CC1)N1C(=O)C2CC=CCC2C1=O (stereo partly specified),0.3%,-1.4%,i,-0.5%,-0.7%,i,-0.4,0.0%,1.3%
CCCCn1c(SCC(=O)NC(C)CC)nc2ccc(N3CCOCC3)cc2c1=O (stereo unspecified),4.3%,4.6%,i,0.5%,1.5%,i,0.8,8.1%,-1.2%
COC(=O)c1c(NC(=O)C2C3CCC(O3)C2C(=O)O)sc2c1CCCCCC2 (stereo unspecified),20.5%,10.3%,i,0.4%,-1.0%,i,-2.7,?,-2.2%
COCCCNC(=O)c1c(-c2ccccc2)c(-c2ccccc2)nn(C)c1=O,-21.3%,20.1%,nt,-0.5%,-0.1%,nt,nt,?,nt
Cc1ccccc1NC(=S)NC(NC(=O)N(C)C)C(Cl)(Cl)Cl (stereo unspecified),-16.6%,-5.9%,i,-0.3%,11.5%,i,0.8,-3.3%,-19.8%
Clc1ccccc1N1CCN(Cc2ccco2)CC1,2.4%,0.9%,i,0.5%,-8.0%,nt,-2.9,2.8%,0.7%
CCc1ccc(-n2nc(CO)c(C(=O)NCc3cccnc3)n2)cc1,-37.3%,-3.8%,nt,4.7%,-10.0%,nt,nt,?,nt
CCc1ccc(CNC(=O)C(CC)n2ccc3cc(S(=O)(=O)N4CCCCC4)ccc32)cc1 (stereo unspecified),-6.6%,?,nt,0.1%,-0.2%,?,nt,-22.5%,nt
Cc1ccc(Cn2c(CN3CCN(C(=O)c4ccco4)CC3)nc3c2c(=O)n(C)c(=O)n3C)cc1,-21.9%,12.9%,i,0.4%,-6.8%,i,0.5,-3.8%,0.5%
O=C1CSC(c2ccc(Cl)cc2)N1 (stereo unspecified),10.3%,3.7%,i,0.3%,14.4%,i,-10.5,18.6%,2.2%
COc1ccc(-c2csc(=Nc3c(C)n(C)n(-c4ccccc4)c3=O)n2C(C)(C)C)cc1,0.2%,-6.2%,i,-0.3%,1.5%,i,-0.6,4.2%,0.6%
CCOC(=O)c1cccc(NC(=O)CSc2nnnn2CC)c1,-15.3%,-23.3%,i,2.7%,0.2%,i,-1.0,10.0%,-2.3%
CCOC(=O)COc1ccccc1/C=N/Nc1nnc2c3ccccc3n(C)c2n1,49.0%,?,i,1.9%,-20.5%,i,0.0,8.1%,nt
COc1ccccc1C(=O)n1nc(-c2ccccc2)nc1NCc1ccc(Cl)cc1,-1.7%,11.2%,nt,-1.1%,-5.1%,i,nt,5.1%,nt
CC(=O)c1ccc(NC(=O)COc2ccccc2-c2nc(-c3ccc(C)cc3)no2)cc1,-5.6%,25.9µM*,nt,6.3%,-17.2%,i,nt,-0.2%,nt

# The list continues:
mol,HepG2 viability,Nrf2 inh,Akt phos inh,Nrf2 ARE act,A549 tox,S2 tox,CCT modulator,TGFb SMAD3 inh,MmCpn inh
O=C(Cn1c(SCCOc2ccccc2)nc2ccccc21)N1CCOCC1,2.4%,?,nt,0.2%,-1.4%,i,nt,-2.0%,nt
COc1ccc(-n2c(O)c(Cc3ccccc3)c(=O)n3nc(-c4ccccc4)c(=O)cc23)cc1,8.0%,7.3%,i,0.1%,-5.8%,i,-4.9,0.4%,-8.3%
Cc1ccc(S(=O)(=O)NCCC(=O)NC2CCCCCC2)cc1,-23.4%,?,i,0.4%,4.0%,i,-1.9,-26.5%,0.4%
CC(C)(C)c1ccc2c(c1)OC(C(=O)N/N=C/c1ccc([N+](=O)[O-])o1)CO2 (stereo unspecified),-33.6%,?,i,?,1.3%,i,-1.5,-10.3%,0.2%
Cc1[nH]c2c(C)cccc2c(=O)c1Br,1.2%,-27.1%,i,-0.6%,-2.8%,i,-2.5,7.8%,-19.4%
O=C1OC(c2ccccc2)c2ccc3ccccc3c21 (stereo unspecified),-6.2%,-27.1%,i,0.4%,-0.5%,i,-1.2,0.9%,0.7%
COc1ccccc1C(=O)CSc1cccc[n+]1[O-],6.5%,8.2%,i,-0.1%,2.6%,i,-1.2,27.6%,6.0%
CCN(CC)CCn1c(/N=C/c2ccc(OC)c(OC)c2)nc2ccccc21,-70.6%,-11.4%,i,-0.7%,1.4%,i,0.9,-14.2%,nt
COC(=O)c1ccc(C2=NOC(C)(c3sc(-c4ccc(Cl)cc4)nc3C)C2)cc1 (stereo unspecified),-2.9%,18.8%,i,4.0%,-0.4%,i,-3.6,1.1%,-6.3%
Cc1ccc(CNC(=O)NC2COc3ccccc3C2)cc1 (stereo unspecified),1.1%,nt,nt,-0.1%,9.8%,nt,nt,?,nt
O=C(OCc1ccc([N+](=O)[O-])cc1)c1cnc(Cl)c(Cl)c1,-12.7%,-1.5%,i,0.8%,-5.5%,i,1.0,0.0%,0.8%
CC(=O)Nc1ccc(CNc2nc3cc(-c4ccsc4)sc3c(=O)n2C)cc1,-16.7%,nt,i,35.4%,nt,i,0.2,?,nt
COc1ccccc1C(=O)NC1=NC(c2ccc(Br)cc2)CC(=O)N1 (stereo unspecified),-30.1%,?,nt,14.7%,-4.5%,i,nt,-5.8%,nt
N#C/C(=C\c1ccccc1)C(=O)NNS(=O)(=O)c1cccc([N+](=O)[O-])c1,-16.4%,-15.4%,i,-1.0%,-1.4%,i,-3.1,0.1%,0.9%
CCCc1cnc2c(c1SCC(=O)NCc1ccc(C)cc1)c(=O)n(C)c(=O)n2C,-4.1%,nt,nt,0.1%,0.3%,i,nt,0.4%,nt

# Next records follow.
mol,HepG2 viability,Nrf2 inh,Akt phos inh,Nrf2 ARE act,A549 tox,S2 tox,CCT modulator,TGFb SMAD3 inh,MmCpn inh
Nc1oc2ccccc2c(=O)c1-c1ccc2c(c1)OCO2,1.6%,?,i,0.3%,-0.1%,i,0.5,4.6%,0.0%
CCOc1ccc(-c2n[nH]c(=S)o2)cc1,-19.0%,2.9%,i,-0.1%,-0.2%,i,-3.4,2.2%,-3.4%
O=c1oc2ccccc2c(NCc2ccccc2)c1[N+](=O)[O-],-24.6%,?,i,4.6%,-8.5%,i,-1.4,-2.6%,2.6%
CN(CC1CCCN(CCc2ccc(Cl)cc2)C1)C(=O)C(=O)c1ccco1 (stereo unspecified),-34.2%,-1.3%,i,0.0%,2.9%,i,-1.0,-15.6%,0.9%
CCC(=O)Nc1ccc(C(=O)NNC(=O)c2ccc([N+](=O)[O-])cc2)cc1,3.4%,9.6%,i,0.0%,-0.4%,i,-2.1,7.3%,1.5%

# Outcome played no part in choosing rows; any-hit rate near 4.4%.
